NR2E3 ag-1 – NR2E3 agonists in two-hybrid cells, primary screen, cell-based, luminescence, CHO-S, Gal4-NCOR/VP16-NR2E3. luciferase. AID 602229, 2012. inhibition of corepressor binding, % at 3.98 µM. Photoreceptor-specific nuclear receptor (Homo sapiens), Q9Y5X4. 0.35% of 360,000 active;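 active means inhibition above the mean of all tested compounds plus 3 SD, cut at about 70% in these data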;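 further: 0% = DMSO with NR2E3 transfected cells and 100% = cells lacking NR2E3 construct; higher means lower luciferase signal from less NR2E3 corepressor binding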
Target sequence (Q9Y5X4 whole entry, looked up, the tested form may be a part): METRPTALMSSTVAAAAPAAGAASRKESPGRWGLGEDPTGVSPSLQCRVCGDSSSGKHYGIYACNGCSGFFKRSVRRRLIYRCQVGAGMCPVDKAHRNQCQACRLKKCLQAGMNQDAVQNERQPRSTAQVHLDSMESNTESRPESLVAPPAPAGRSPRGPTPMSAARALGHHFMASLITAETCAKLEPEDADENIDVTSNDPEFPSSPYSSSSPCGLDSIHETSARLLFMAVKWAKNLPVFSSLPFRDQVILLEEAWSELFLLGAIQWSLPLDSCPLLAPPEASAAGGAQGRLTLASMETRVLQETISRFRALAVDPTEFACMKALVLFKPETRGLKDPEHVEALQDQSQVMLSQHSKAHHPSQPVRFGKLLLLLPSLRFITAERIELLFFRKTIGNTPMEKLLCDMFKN
NR2E3 ag-2 – inhibitors of NR2E3-RetCOR corepressor binding, primary screen, NR2E3 agonist project, biochemical, TR-FRET, GST-NR2E3, biotin-RetCOR. 1536-well. inhibition of corepressor binding, % at 4.78 µM. 0.12% of 320,000 active. AID 2300, 2010;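 active means percent inhibition above the cutoff of mean plus 3 SD of all tested compounds, set per screening campaign, cut at about 20% in these data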;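 further: 0% = DMSO wells and 100% = biotin wells as full block of FRET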
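Format: 1536-well format; test system: GST-NR2E3 and biotin-RetCOR proteins; read-out basis: percent inhibition of TR-FRET ratio; timing: 5 h incubation at 4 °C; detection: time-resolved FRET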
HIF-2a block – HIF-2a reporter inhibitors, primary screen, luminescence, 786-0 RCC cells. 786-0 RCC cells HIF-2a reporter, luciferase luminescence, overnight. inhibition, % at 18.8 µM. 0.72% of 360,000 active. AID 624352, 2012;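 active means inhibition of the luminescence signal of 40% or more relative to plate controls, in a single-dose primary screen at 18.75 µM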
KKLEB cytotox – cytotoxicity in KKLEB CF airway cells, primary screen, cytotoxicity control for CF NF-kB inhibitor project, cell-based, uHTS, fluorescence assay plates; 0.36% of 360,000 active; activity change (cytotoxicity), % at 5 µM; AID 602141, 2011; KKLEB CF airway cells viability, ATPlite luminescence, overnight; stronger effect = lower value; cells stimulated with P. aeruginosa culture filtrate;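 active means corrected activity change at or below -50% at 5 µM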
Peg3 promoter – Peg3 promoter-driven luciferase inhibitors, primary screen, cell-based, HeLa, luciferase luminescence; HeLa PEG-Prom luciferase reporter, overnight; inhibition, % at 20 µM; 1.7% of 360,000 active; AID 588405, 2011;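 active means inhibition of at least 50% at 20 µM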
CF NFkB block – inhibitors of PAF-induced NF-kB signaling, primary screen, cell-based, GFP fluorescence, uHTS | KKLEB NF-kB-GFP reporter, GFP fluorescence overnight | inhibition, % at 5 µM | 0.86% of 360,000 active;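 active means at least 50% inhibition at 5 µM, scaled per plate between neutral and stimulator controls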;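 further: PAF is a Pseudomonas aeruginosa culture filtrate used as stimulus; plate controls were PAF-stimulated DMSO wells for no effect and unstimulated DMSO wells for full effect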
PDI turbidity – inhibitors of human PDI, primary screen, biochemical, turbidity, single point, plate reader. PDI insulin aggregation turbidity, A650, 90 min. inhibition, % at 10 µM. Protein disulfide-isomerase (Homo sapiens), P07237. AID 588391, 2011. 0.052% of 350,000 active;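 active means mean inhibition across replicates of 30% or more, whatever share of single replicates reach that level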;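 further: absorbance from insulin aggregation driven by PDI reduction with DTT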
Target sequence (P07237 whole entry, looked up): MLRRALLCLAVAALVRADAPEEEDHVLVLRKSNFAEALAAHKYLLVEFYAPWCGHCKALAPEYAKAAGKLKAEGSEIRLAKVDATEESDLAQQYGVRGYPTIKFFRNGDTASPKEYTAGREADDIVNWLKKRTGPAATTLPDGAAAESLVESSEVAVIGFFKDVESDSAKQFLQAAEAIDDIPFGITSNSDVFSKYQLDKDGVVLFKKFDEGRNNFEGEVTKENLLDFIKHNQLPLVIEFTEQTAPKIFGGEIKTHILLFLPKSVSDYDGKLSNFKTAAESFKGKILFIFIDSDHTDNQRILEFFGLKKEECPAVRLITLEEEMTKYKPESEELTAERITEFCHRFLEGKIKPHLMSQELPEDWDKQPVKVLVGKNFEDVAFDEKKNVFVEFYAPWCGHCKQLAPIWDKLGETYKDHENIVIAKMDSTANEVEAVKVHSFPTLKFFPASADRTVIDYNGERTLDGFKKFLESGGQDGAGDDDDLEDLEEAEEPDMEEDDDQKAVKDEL
Shn3 inh set2 – reduction of Shn3 3'UTR firefly luciferase signal, primary screen, Schnurri-3 inhibitor project, cell-based, Clone20 osteoblasts, set 2; Clone20 osteoblast Shn3 3'UTR firefly luciferase, 24 h; inhibition, % at 12.5 µM; 0.52% of 360,000 active;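 active means mean inhibition of at least 75% with every replicate also reaching 75%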;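 further: 0% = median of neutral control wells and 100% = pilot-screen positive control compound; some compounds past the cut are filed as inactive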
CaV13 FRET inh – Primary screen for inhibitors of IQ motif and Ca2+-dependent inactivation inhibitor domain binding in CACNA1D, Förster resonance energy transfer in living cells, …; HEK cells, CFP/YFP FRET ICDI-IQ, plate reader, 10 min; percent FRET-ratio fall versus neutral wells; inhibition, % at 12.3 µM; 0.098% of 340,000 active; AID 743397;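 active means mean replicate inhibition of at least 30% and at least 1% of replicates passing that level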;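 further: 0% = median of the neutral control wells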
Vif imaging – HIV Vif self-association inhibitors, primary screen, imaging, HEK293T, single point; inhibition, % at 7.49 µM; AID 602346, 2012; 0.35% of 340,000 active; HEK293T cells, Vif self-association by quenched fluorescence, 24 h; in the data active means inhibition above about 50%, passing the limit was not always enough; further: some results filed as inactive read as strong as hits
MITF TRPM1 inh – inhibitors of MITF-dependent TRPM1 promoter reporter, primary screen, cell-based, SK-MEL-5, single point, luciferase | inhibition, % at 12.5 µM | 0.83% of 330,000 active | AID 488899, 2010 | SK-MEL-5 TRPM1 promoter luciferase, 24 h;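 active means mean inhibition across replicates of 60% or more, whatever share of single replicates reaches that level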; further: values of inactives mirror those of a sister screen read the other way
* = called active by the depositor; . = no result given.

Structure,Shn3 inh set2,CaV13 FRET inh,PDI turbidity,NR2E3 ag-2,Vif imaging,HIF-2a block,Peg3 promoter,KKLEB cytotox,NR2E3 ag-1,CF NFkB block,MITF TRPM1 inh
O=C(CSc1nc2c(c(C(F)(F)F)n1)CCc1ccccc1-2)NCc1ccc(F)cc1,18.1,-4.7,-3.6,0.5,13.1,4.3,27.9,-23.1,0.8,15.1,-2.3
COc1ccc(NC(=O)C2CCCN(S(=O)(=O)c3ccc(Cl)cc3)C2)cc1OC (configuration not stated),13.5,-3.0,2.3,2.2,-7.8,16.6,12.2,7.4,-14.2,-0.7,4.0
O=C(c1ccc(OC2CCN(Cc3ccc(C(F)(F)F)cc3)CC2)cc1)N1CCCCC1,38.5,-3.6,2.0,-1.3,-8.5,29.2,26.7,-5.5,7.1,8.3,3.2
Cc1ccc(S(=O)(=O)N2CCC(C(=O)Nc3nnc(COc4ccccc4)s3)CC2)cc1,15.6,-6.7,9.2,.,0.5,0.0,7.6,-4.3,-58.0,-16.1,-0.3
Cc1c(OC(C)C(=O)NCCN2CCOCC2)ccc2c(-c3ccccc3)cc(=O)oc12 (configuration not stated),4.7,-6.8,6.7,-1.6,3.8,7.4,8.8,-2.8,-2.3,9.0,-0.3
Cc1cc(C(=O)COC(=O)c2ccc(O)cc2)c(C)n1CCc1ccc(F)cc1,1.7,-2.7,-2.1,0.1,1.9,-57.6,-58.7,-6.9,-50.7,-11.3,-19.9
COc1cc(/C=C/C(=O)Nc2ccc(OC)c(S(=O)(=O)N3CCOCC3)c2)ccc1OCC#N,8.0,-6.5,12.4,.,-1.8,-4.0,23.3,-9.4,-16.8,8.8,-2.8
O=C(C1CC1)N1CCN(c2ccnc3cc(Cl)ccc23)CC1,-10.7,-17.9,0.6,0.6,-8.4,27.9,18.1,-2.9,-3.0,16.0,9.7
CCOC(=O)CSc1nnc(-c2c[nH]c3ccccc23)n1CC,6.6,-3.8,.,3.7,-3.6,16.2,9.6,13.6,-45.3,-9.5,4.0
CCOC(=O)/C(C#N)=N/Nc1ccccc1C#N,11.1,-2.5,-5.5,-1.2,-5.1,-28.2,14.2,-5.3,1.6,11.0,7.4
COc1ccc(NC(=O)CSc2nnc(-c3ccncc3)n2CC2CCCO2)c(OC)c1 (configuration not stated),-0.2,-5.3,-7.7,0.8,2.7,3.4,7.0,9.1,-11.0,-8.9,3.9
Cc1cccc(NC(=O)C2CCCN(c3ncnc4c3nc3n4CCCCC3)C2)n1 (configuration not stated),16.4,-4.7,.,0.7,-13.9,14.1,44.8,-1.0,-4.6,-6.2,.
COc1ccc(CCNC(=O)CCC(=O)NC2CCCC(C)C2C)cc1OC (configuration not stated),6.2,-5.2,-4.0,-1.3,0.6,20.7,9.8,22.6,-17.1,-6.5,5.1
C=CCNC(=O)c1ccc(N(Cc2ccc(Cl)cc2)S(C)(=O)=O)cc1,6.5,-2.7,5.8,1.1,-1.3,15.9,8.9,-0.1,18.4,17.8,1.9
CCC(C)[C@H]1CNCCN1CCc1cccc2ccccc12 (some centres not stated),1.0,-6.3,-6.4,2.6,5.2,11.5,-12.2,-5.7,0.7,31.5,1.7
COc1ccc(OC)c(NC(=O)c2ccc(CN3CCOCC3)cc2)c1,-5.1,-5.3,-1.4,-3.7,-0.9,6.4,-7.0,-5.1,-12.4,14.7,-8.5
Cc1ccc2[nH]c(C(=O)NCCN3CCCC3)cc2c1,-5.6,-6.4,1.6,0.3,-2.4,-15.7,1.0,8.5,16.4,4.6,11.3
COc1ccc(S(=O)(=O)NC(C)C(=O)NC2CC2)cc1C (configuration not stated),3.9,-6.7,1.6,3.5,3.3,0.3,-6.1,7.1,-14.3,2.8,-7.3
COCCOc1ccc(C(F)(F)F)cc1NC(=O)c1ccccc1,28.1,-2.7,-4.6,0.6,3.1,11.8,14.3,3.7,12.9,2.0,6.7
COC(=O)c1n[nH]nc1-c1ccccc1,10.4,-8.8,-0.6,1.3,1.2,12.9,2.4,0.1,-11.2,0.0,1.0
NS(=O)(=O)c1ccc(CCNCc2cc(Cl)ccc2OCc2ccccc2)cc1,84.2,-4.8,-2.1,2.5,-2.5,6.6,9.8,0.6,42.4,18.9,-3.8
Cn1ccnc1Sc1nc(Nc2cccc(Cl)c2)nc(N2CCOCC2)n1,-12.2,-5.7,-3.1,-8.3,1.7,21.2,7.3,-41.7,8.5,19.7,-6.0
O=c1cnc2ccccc2n1Cc1ccc(Br)cc1,-26.2,-4.4,-0.5,0.0,-10.1,-144.0,-64.3,-4.0,-15.8,-5.0,-51.8
CC(=O)Nc1cc(-c2cccc(C(=O)NCCO)c2)cn2c(-c3ccc(F)cc3)cnc12,8.7,-4.8,2.9,.,6.3,9.1,19.0,-11.3,2.1,25.1,.
COc1ccccc1OCCC(=O)Nc1cccc(S(=O)(=O)N2CCOCC2)c1,-0.3,-4.9,11.9,0.4,2.6,5.4,19.1,2.7,3.4,-5.6,.
COc1cc(OC)c(NC(=S)Nc2cccc(C(C)=O)c2)cc1Cl,2.0,-4.8,2.7,-3.4,2.9,-0.2,17.9,-5.0,16.6,10.8,-5.5
Cc1ccc(S(=O)(=O)N2CCCN(S(=O)(=O)c3ccccc3Br)CC2)cc1,15.2,-4.2,0.8,.,-1.7,12.8,4.7,4.8,-5.7,-9.8,-5.6
CCOC(=O)CSCC(=O)Nc1nnc(-c2cccc([N+](=O)[O-])c2)s1,-5.5,-4.8,.,2.1,15.0,1.8,-4.2,-7.0,-15.8,-11.7,.
O=C(CCS(=O)(=O)Cc1ccccc1)NCCc1ccccc1,4.7,-6.6,-4.9,5.1,7.1,13.6,7.8,9.3,4.4,-1.4,4.0
CC(=O)c1cccc(CN2CCN(CCC(C)C)C(CCO)C2)c1 (configuration not stated),13.6,2.8,1.2,-0.4,5.7,13.9,6.3,30.1,-10.7,-13.8,1.5
CCc1nc(SCC(=O)OC)c2c3c(sc2n1)COC(C)(C)C3,1.3,-3.5,-4.1,-2.5,-18.5,-11.9,-11.5,5.3,-56.0,-5.8,0.7
CCNc1nc(NCC)nc(Oc2ccc(C(=O)OC)cc2)n1,-3.6,-3.1,-2.6,-1.3,-4.1,1.7,23.6,-21.3,13.2,34.5,-0.2
Cc1cccc(NC2CNC(=O)NC2=O)c1 (configuration not stated),-0.9,-4.7,12.6,.,27.0,11.3,9.8,3.9,-7.2,-25.0,3.6
COc1ccc(OCCCC(=O)Nc2cc([N+](=O)[O-])ccc2C)cc1,11.4,.,-5.6,1.1,.,10.1,12.2,-3.9,-10.6,6.1,3.4
CC(C)c1nnc(NC(=O)Cc2ccc(Br)cc2)s1,-7.5,-3.2,1.9,-4.4,2.2,4.6,9.1,6.6,-17.1,-3.4,12.6
O=C1/C(=C/c2cccnc2)SC(=S)N1c1ccc(F)cc1,11.1,-4.6,-6.6,0.5,7.5,-8.8,0.6,2.7,1.7,-15.9,-2.1
CC1(C)CC(CCC(=O)NC(=S)Nc2ccccc2Cl)C(=O)O1 (configuration not stated),6.2,-17.7,-3.2,2.1,3.2,-17.1,-11.2,-9.2,7.4,-20.2,-6.0
COc1ccc(OC)c(/C=N\NC(=O)CSc2nnc(CCCc3ccc(OC)c(C)c3)o2)c1,2.7,.,0.9,2.3,-7.0,22.3,6.7,-21.4,-10.3,19.0,-1.4
CCOc1ccc(NS(=O)(=O)c2cc(NC(=O)CCNC(=O)c3ccco3)ccc2OC)cc1,-8.9,-6.0,-3.4,.,5.0,9.0,6.6,-7.1,-6.8,-3.6,4.6
O=S(=O)(Nc1ccc(O)c(NS(=O)(=O)c2ccccc2)c1)c1ccccc1,-5.0,-10.7,4.3,2.2,-9.8,12.3,10.5,-13.2,5.1,32.0,8.1
c1ccc2c3nnc4n(c-3nc2c1)CCCS4,-31.3,-9.9,10.8,2.0,0.7,-67.7,-61.1,4.5,-27.4,-16.5,-30.0
CN(N)c1nc(C(F)(F)F)nc2ccccc12,-0.6,-6.4,-1.7,1.1,-2.0,15.0,16.4,-0.3,-28.1,14.5,-13.0
COC(=O)c1cc(S(=O)(=O)N2CCCC(C)C2)c[nH]1 (configuration not stated),-8.5,-2.3,-0.9,-0.8,-8.0,5.3,13.6,4.9,-14.7,-16.3,-12.7
Cc1cc(C)n2nc(C(=O)OCC(=O)Nc3ccc4c(c3)OCO4)nc2n1,-5.0,.,-5.1,-4.2,1.2,12.8,2.0,2.7,-9.5,3.9,3.0
CCc1ccccc1NC(=O)CN(C)C(=O)CSc1nn(-c2ccccc2)c(=S)s1,6.0,-5.3,-1.6,2.2,-10.6,15.9,9.3,0.3,-5.0,3.8,5.4
COc1cccc2c(=O)n(CC(=O)Nc3ccccc3F)ccc12,-16.7,-6.6,-2.6,1.1,0.0,-35.6,-15.5,-2.8,-10.3,-5.4,-2.2
CCc1ccc(C2NC(=O)c3ccccc3O2)cc1 (configuration not stated),5.7,-4.3,-7.9,-2.4,-6.0,-68.8,-34.5,-16.6,-4.3,3.2,-5.2
CC1CN(S(=O)(=O)c2cccc(C(=O)NCCc3ccc(S(N)(=O)=O)cc3)c2)CC(C)O1 (configuration not stated),-6.5,-4.9,-2.3,.,-10.8,10.7,12.2,3.0,12.8,-6.4,-0.9
O=C(Nc1nccs1)C1CCCN1S(=O)(=O)c1ccc(F)cc1 (configuration not stated),8.1,.,9.7,0.4,-5.4,7.7,8.9,8.1,-11.3,4.3,0.6
CC(=O)O[C@@H]1[C@H](OC(=O)CC(C)C)c2c(ccc3ccc(=O)oc23)OC1(C)C,-3.7,-4.6,3.3,-0.1,-4.6,7.3,17.6,3.6,6.4,4.4,8.8
Cc1ccc(/C=N/Nc2ccc(F)cc2)s1,-40.0,-1.3,5.2,-0.7,7.5,-77.2,-83.5,4.6,-18.4,6.8,-12.7
O=C(Cc1cccs1)N1CCN=C1SCc1cccc(F)c1,.,-1.8,2.1,3.2,17.6,11.7,-12.4,-3.4,-35.9,15.4,-2.4
Cc1nn(C)cc1CN(C)C(=O)c1ccc(OC2CCN(Cc3ccccn3)CC2)cc1,24.4,-6.9,8.9,-0.1,2.2,2.4,2.5,4.9,-14.4,-0.2,5.1
